Assay outcomes as filed in PubChem BioAssay.
VP16 counter: counter-screen for ROR gamma inhibitors: Gal4-VP16 reporter; Drosophila S2 Gal4-VP16 UAS-luciferase, luminescence, 20 h; Potency, µM (series often up to 53.6 µM), for the others: at the top dose activity, negative = inhibition, most hits filed as inhibitors; hit rate 3.5% among 310,000; AID 2546;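 also: Gal4-VP16 expression switched on by copper sulfate through the metallothionein promoter; potency is read from the fitted curve at half-maximal effect; % is scaled to controls: 0 for no effect and ±100 for the full control effect; nearly all actives have a fitted effect of over 50% in size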
Menin-MLL TR inh: displaces Texas Red mutant MLL peptide from human menin | O00255 | Menin + Texas Red MLL mutant peptide, fluorescence polarization | Potency, µM (titrated, usually from 61.6 µM), inactives show top-dose FP activity change, negative = inhibition, most hits filed as inhibitors | hit rate 0.23% among 270,000 | AID 1768; active = well fitted inhibition curve with a large enough effect in the polarisation, with a control signal flat, not every such curve was filed as active; inconclusive = small, poorly fitted or top-dose-only effect, or effect the other way, or a change in a side signal; inactive = no such curve, though single readings can be large or run the other way; the % refers to the polarisation; also: potency is read from the fitted curve at half-maximal effect; % of control where 0% means no effect; many of its hits are not listed in these tables
Target sequence (O00255 whole entry, looked up): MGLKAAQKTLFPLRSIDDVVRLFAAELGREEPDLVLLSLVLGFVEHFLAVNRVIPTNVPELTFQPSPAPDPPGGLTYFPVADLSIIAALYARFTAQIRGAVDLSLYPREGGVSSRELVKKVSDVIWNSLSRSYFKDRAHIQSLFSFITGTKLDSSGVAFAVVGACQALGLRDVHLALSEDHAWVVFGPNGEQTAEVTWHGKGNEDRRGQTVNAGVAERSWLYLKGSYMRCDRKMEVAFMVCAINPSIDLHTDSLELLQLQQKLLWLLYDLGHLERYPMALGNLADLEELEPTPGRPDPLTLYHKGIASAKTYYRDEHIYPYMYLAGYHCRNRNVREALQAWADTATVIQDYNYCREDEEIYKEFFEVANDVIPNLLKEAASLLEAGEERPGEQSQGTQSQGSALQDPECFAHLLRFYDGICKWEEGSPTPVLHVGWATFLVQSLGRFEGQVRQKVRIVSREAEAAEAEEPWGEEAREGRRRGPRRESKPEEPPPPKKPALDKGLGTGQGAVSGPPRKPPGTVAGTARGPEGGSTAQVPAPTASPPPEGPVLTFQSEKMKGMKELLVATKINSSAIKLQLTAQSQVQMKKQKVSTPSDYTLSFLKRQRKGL
MBNL1-CUG inh: MBNL1-poly(CUG) RNA binding inhibition; AID 2675; TR-FRET MBNL1-His/biotin-(CUG)12 binding, 665/545 ratio; hit rate 0.036% among 280,000; Potency, µM (highest dose often 57.5 µM), for the others: top-dose activity change, negative = inhibition, most hits filed as inhibitors; active = well fitted inhibition curve with a large enough effect in the signal ratio, with a control signal flat, not every such curve was filed as active; inconclusive = small, poorly fitted or top-dose-only effect, or effect the other way, or a change in a side signal; inactive = no such curve, though single readings can be large or run the other way; the % refers to the signal ratio; also: potency is read from the fitted curve at half-maximal effect; % is scaled to controls: 0 for no effect and ±100 for the full control effect
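His-tagged MBNL1 binding to biotinylated (CUG)12 RNA was measured by TR-FRET using terbium anti-His antibody (0.055 ng/ul final) and streptavidin-XL665 (5 nM final). Compounds were titrated 92 nM to 58 uM; 60 min at room temperature.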
Mito fusion yeast: mitochondrial division inhibition or fusion activation. AID 485298. hit rate 0.23% among 320,000. Potency, µM (titrated, usually from 46.1 µM), without a hit: top-dose growth rescue (activation), actives largely listed as activators. S. cerevisiae fusion-defective mutant growth rescue, CellTiterGlo 48 h;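 also: potency is read from the fitted curve at half-maximal effect; % of control where 0% means no effect; nearly all actives have a fitted effect of over 45% in size; temperature-sensitive fusion mutants such as fzo1-1 at 37 °C on non-fermentable ethanol glycerol medium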
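Growth-rescue viability read-out: after 48 h at the non-permissive 37C in glycerol/ethanol YPEG, yeast mitochondrial fusion mutants are measured by CellTiterGlo luminescence; compounds (23 nl pinned per well) restoring growth score as division inhibitors or fusion activators.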
Rab9 promoter act: activates the Rab9 promoter; AID 485297; Potency, µM (series often up to 9.22 µM), for the others: at the highest dose activation, negative = inhibition, hits mostly activators; hit rate 2.8% among 320,000; Huh7 Rab9 promoter-luciferase reporter, luminescence, 24 h; also: potency is read from the fitted curve at half-maximal effect; % of control where 0% means no effect; nearly all actives have a fitted effect of over 60% in size
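Luminescence from Amplite-detected luciferase (10 minutes, ambient) reports Rab9 promoter activation. Before that, stable Rab9-luciferase Huh7 cells (1500/well, reduced-serum OP-MEM I plus 10% FBS) were exposed to compound for 24 hours at 37C.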
PKM2 activator: increases activity of human pyruvate kinase M2. AID 1631. hit rate 0.34% among 260,000. Potency, µM (doses to about 57.5 µM), for inactives: top-dose activation, hits mostly activators. purified PKM2, Kinase-Glo ATP luminescence, activation; response scale: 0% is enzyme alone, no compound; also: potency is read from the fitted curve at half-maximal effect; % is scaled to controls: 0 for no effect and ±100 for the full control effect; nearly all actives have a fitted effect of over 55% in size
Target sequence (P14618 whole entry, looked up): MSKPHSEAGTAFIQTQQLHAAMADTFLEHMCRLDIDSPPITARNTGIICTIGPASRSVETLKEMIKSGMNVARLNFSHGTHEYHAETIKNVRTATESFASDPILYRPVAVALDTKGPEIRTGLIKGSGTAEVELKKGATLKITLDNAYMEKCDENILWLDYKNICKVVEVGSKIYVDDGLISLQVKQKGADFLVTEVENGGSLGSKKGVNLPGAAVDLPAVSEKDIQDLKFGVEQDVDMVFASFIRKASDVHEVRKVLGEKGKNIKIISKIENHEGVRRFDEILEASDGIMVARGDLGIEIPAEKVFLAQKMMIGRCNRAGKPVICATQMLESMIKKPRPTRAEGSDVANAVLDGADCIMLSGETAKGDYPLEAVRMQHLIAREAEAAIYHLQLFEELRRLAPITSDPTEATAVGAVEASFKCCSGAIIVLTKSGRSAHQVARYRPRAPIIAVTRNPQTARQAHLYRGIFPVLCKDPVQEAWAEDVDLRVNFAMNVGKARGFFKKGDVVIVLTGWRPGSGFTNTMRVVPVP
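Purified hPK-M2 (>95% pure) converted ADP (0.1 mM final) to ATP with 0.5 mM PEP in 50 mM imidazole pH7.2, KCl, MgCl2, Tween 20, BSA; 1 h at room temperature. ATP detected by Kinase-Glo luminescence.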
ELG1 repair inh: inhibitors of ELG1-dependent DNA repair in HEK293T cells | hit rate 2.3% among 330,000 | HEK293T ELG1-luciferase reporter, luminescence, 16 h; DNA damage induced by 5-fluorouridine | Potency, µM (doses to about 46.1 µM), for inactives: top-dose activity change, negative = inhibition, most hits filed as inhibitors; also: potency is read from the fitted curve at half-maximal effect; % is scaled to controls: 0 for no effect and ±100 for the full control effect; nearly all actives have a fitted effect of over 55% in size
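5-Fluorouridine DNA damage + compound/DMSO, 2,000 cells/well, 16 h, 37 °C/5% CO2. ONE-Glo, 30 min RT, luminescence. Readout = decrease in reporter signal.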
FLuc modulator: inhibits or activates purified firefly luciferase, miR-21 counter-screen | Potency, µM (titrated, usually from 57.5 µM), without a hit: top-dose activity change, negative = inhibition, most hits filed as inhibitors | purified FLuc, Km substrates, luminescence inhibition | P08659 | hit rate 6.9% among 360,000;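 also: potency is read from the fitted curve at half-maximal effect; plate controls were vehicle for no effect and reference inhibitor for full effect; nearly all actives have a fitted effect of over 55% in size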
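Purified P. pyralis luciferase (10nM final) with 10uM D-luciferin and 10uM ATP (Km levels) in 50mM Tris acetate pH 7.5, 10mM Mg acetate, 0.01% Tween-20, 0.05% BSA; qHTS 6-point titration, ~60 µM downward; luminescence read.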
RORg inh: ROR gamma (mouse) transcription inhibition; Potency, µM (top dose mostly 53.6 µM), for inactives: top-dose activity change, negative = inhibition, most hits filed as inhibitors; P51450; Drosophila S2 Gal4-RORgamma UAS-luciferase reporter, 20 h; hit rate 5.4% among 310,000; also: potency is read from the fitted curve at half-maximal effect; % is scaled to controls: 0 for no effect and ±100 for the full control effect; nearly all actives have a fitted effect of over 60% in size
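Drosophila S2 cells stably expressing Gal4-DBD/mouse RORγ fusion under metallothionein promoter plus UAS-luciferase; compound 1 h, then 700 uM CuSO4 induction for 20 h at ambient temperature; inhibition read as reduced luminescence.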
NPC1 promoter act: NPC1 promoter activation | Huh7 NPC1 promoter luciferase reporter, 24 h | Potency, µM (doses to about 9.22 µM), without a hit: at the highest dose activation, usual class: activators | hit rate 2.4% among 320,000 | AID 485313;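 also: potency is read from the fitted curve at half-maximal effect; % of control where 0% means no effect; nearly all actives have a fitted effect of over 60% in size; reporter is driven by a mutant NPC1 promoter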
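Compounds in DMSO were transferred onto Huh7 NPC1-luciferase reporter cells pre-incubated 2 h; after 24 h at 37 °C, Amplite reagent was dispensed and luminescence recorded 10 min later.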
KCNH2 3.1 inh: inhibitors of human KCNH2 3.1 potassium channel isoform; U2OS KCNH2 3.1, thallium flux FluxOr; active compounds read low; activity change, % (tested at about 1.8 µM); hit rate 0.95% among 340,000; AID 720553;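 active = maximum activity change below -70%; inconclusive = maximum activity change from -70% to -50%; inactive = maximum activity change above -50%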;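 also: thallium influx rate constant from kinetic fluorescence after stimulation buffer; % is scaled to controls: 0 for no effect and ±100 for the full control effect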
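Steps: virus added to U2OS suspension (4 h, RT, dark); medium with 10% FBS added, cells plated, 37 C overnight; FluxOr/Red40 loading buffer 45 min RT; stimulation buffer, 2 min kinetic read; rate constant normalized.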
The depositor's hits bear a star; ? = inconclusive; nt = not tested or not shown; & = joins results of further samples; [ ] = remark or other dose. Unless noted, calls follow the shape of the dose curve; as a rule, active = well fitted curve in the direction sought with a large enough effect; inconclusive = small, poorly fitted or top-dose-only effect, or another doubt; inactive = no such curve, though single readings can be large; an effect the other way counts as inactive or inconclusive.

SMILES	VP16 counter	Menin-MLL TR inh	MBNL1-CUG inh	Mito fusion yeast	Rab9 promoter act	PKM2 activator	ELG1 repair inh	FLuc modulator	RORg inh	NPC1 promoter act	KCNH2 3.1 inh
CC(C)CC[n+]1ccn(C2=C([O-])c3ccccc3C(=O)/C2=N\S(=O)(=O)c2ccccc2)c1	?	?	?	-4%	-8%	3%	?	-6%	11µM*	1%	6
Clc1cccc(CSC2=NCCCN2)c1	0%	-26%	2%	-4%	-2%	-3%	0%	-2%	-24%	-2%	3
Cc1cc(C)n(C(=O)c2cccc([N+](=O)[O-])c2)n1	-18%	12%	?	-2%	8%	2%	17%	2%	-25%	-6%	-2
CCc1ccccc1OCC(=O)Nc1nc(-c2cccnc2)cs1	11µM*	20%	nt	4%	-4%	6%	-27%	?	3.2µM*	-8%	-21
COc1cc(C#N)ccc1OCC(=O)NCc1cccs1	-9%	6%	2%	-7%	19%	-3%	?	6%	4%	9%	-23
Cc1cc(C(=O)O)c(CCCN)s1	3%	7%	4%	-6%	-7%	0%	1%	-1%	-1%[10 µM]	1%	-7
COc1ccc(Nc2ncc(C(=O)N3CCN(c4ccccc4OC)CC3)c3ccccc23)cc1	5%	1%	0%	8%	1%	1%	?	?	23%	-5%	0
O=C(/C=C/c1ccccc1)N1CCN(c2ccc([N+](=O)[O-])c(N3CCOCC3)c2)CC1	-4%	18%	?	10%	-2%	-4%	?	?	25%	0%	-19
COc1cc(C(=O)Nc2cc(C)cc(C)c2)c(-n2cnnn2)cc1OC	-10%	10%	-9%	9%	0%	4%	-15%	0%	-1%	-3%	-9
CC1Oc2ccccc2N(CC(=O)c2ccccc2)C1=O (stereo not given)	-8%	3%	1%	11%	15%	-7%	16%	-8%	-25%	16%	0
CC(=O)c1c(C)oc2ccc(N(C(=O)C3CCCCC3)S(=O)(=O)c3cc([N+](=O)[O-])ccc3C)cc12	3%	-8%	-8%	7%	2%	4%	?	6%	-16%	-5%	6
O=C(C[n+]1ccccc1)N/N=C/c1c(F)cccc1Cl	1%	11%	0%	0%	-13%	nt	-6%	4%	3%	-1%	2
CCOc1ccccc1-n1c(SCC(=O)NCc2ccco2)nnc1-c1ccncc1	6%	-1%	3%	-4%	-7%	25%	8%	0%	-16%	-3%	2
O=C1[C@@H]2C(c3cccnc3)=NO[C@@H]2C(=O)N1c1ccc2ccccc2c1	-11%	nt	nt	-5%	8%	-6%	3%	-7%	-6%	0%	14
COc1ccc(S(=O)(=O)N(C)CC(=O)N2CCOCC2)cc1Cl	-7%	-7%	1%	-2%	1%	-16%	2%	2%	-9%	0%	1
N#CC1=C(N)Oc2n[nH]c(-c3cccs3)c2C1C1CCCCC1 (stereo not given)	?	18%	-7%	2%	-2%	-14%	2%	-4%	-1%	1%	-3
COc1cc(/C=N/n2c(-c3cc(C)[nH]n3)n[nH]c2=S)cc(OC)c1O	-10%	nt	nt	-15%	1%	1%	-2%	5%	-21%	-5%	0
O=C(CCc1ccccc1)Nc1cc2c3c(c1)CCC(=O)N3CCC2	nt	nt	nt	9%	-6%	nt	6%	1%	nt	-4%	-1
CCOC(=O)NNc1cc(C(F)(F)F)ccn1	?	nt	nt	-5%	1%	-6%	6%	-1%	-5%	5%	0
N#C/C(=C(/O)c1ccc([N+](=O)[O-])s1)c1nc2ccccc2[nH]1	-25%	nt	nt	-2%	-37%[inhibitor]	5%	2.1µM*	-17%	-40%	-24%	32
Cc1cc(C)n2nc(SCc3nc4ccccc4[nH]3)nc2n1	-10%	-11%	-14%	11%	-1%	?	?	-12%	-9%	5%	-1
COCc1cc(C(C)=O)ccc1OC	-5%	nt	0%	1%	-2%	-1%	0%	-2%	-23%	-2%	-6
Cc1c([N+](=O)[O-])cc(C(=O)Nc2ccc3ncccc3c2)cc1[N+](=O)[O-]	-7%	22%	5%	-2%	8%	3%	0%	-1%	12%	-1%	8
CC1Cc2ccccc2N1C(=O)CSCC(=O)O (stereo not given)	0%	nt	-11%	2%	2%	0%	-3%	0%	10%	0%	10
O=C(C1CCCN(Cc2nc(-c3ccc(Cl)cc3)no2)C1)N1CCOCC1 (stereo not given)	-11%	7%	6%	5%	-20%	1%	?	3%	42%	-5%	9

One compound at a time, as listed above. Screens in order: VP16 counter, Menin-MLL TR inh, MBNL1-CUG inh, Mito fusion yeast, Rab9 promoter act, PKM2 activator, ELG1 repair inh, FLuc modulator, RORg inh, NPC1 promoter act, KCNH2 3.1 inh
CC(=O)c1c(C)oc2ccc(N(C(=O)C3CCCCC3)S(=O)(=O)c3cc([N+](=O)[O-])ccc3C)cc12 is listed with 3%, -8%, -8%, 7%, 2%, 4%, ?, 6%, -16%, -5%, 6
COc1cc(C(=O)Nc2cc(C)cc(C)c2)c(-n2cnnn2)cc1OC is listed with -10%, 10%, -9%, 9%, 0%, 4%, -15%, 0%, -1%, -3%, -9
N#CC1=C(N)Oc2n[nH]c(-c3cccs3)c2C1C1CCCCC1 (stereo not given) is listed with ?, 18%, -7%, 2%, -2%, -14%, 2%, -4%, -1%, 1%, -3

Going on with the list.
SMILES	VP16 counter	Menin-MLL TR inh	MBNL1-CUG inh	Mito fusion yeast	Rab9 promoter act	PKM2 activator	ELG1 repair inh	FLuc modulator	RORg inh	NPC1 promoter act	KCNH2 3.1 inh
COC(=O)Nc1nc2ccc(Br)cc2s1	-10%	-17%	-2%	5%	1.4µM*	-4%	?	-10%	4%	28%	5
COc1ccc(OC)c2c(C)cc(N3CCCN(C)CC3)nc12	1%	-12%	-4%	-7%	10%	-3%	18%	-2%	-31%	1%	6
Cc1ccccc1NC(=O)Cn1nc(C)c2ccccc2c1=O	1%	-14%	-2%	5%	5%	-5%	18%	2%	2%	-2%	-3
CCOC(=O)C1(CCOc2ccccc2)CCN(Cc2cccs2)CC1	21%	1%	3%	-3%	0%	0%	?	0%	?	0%	-86*
COc1ccc(-n2c(Cc3cccn3C)nnc2SCC(=O)N2CCOCC2)cc1	-3%	1%	-2%	-1%	-4%	3%	16%	-1%	-17%	-4%	0
NC(=O)c1c(/N=C/c2cccs2)sc2c1CCCC2	5%	nt	-6%	3%	?	-2%	?	12µM*	3%	1.3µM*	-3
Cc1ccc(C(C)NC(=O)Cc2cccs2)c(C)c1 (stereo not given)	6%	2%	5%	2%	-2%	-6%	1%	0%	48%	6%	-2
CC(=O)N1CCN(c2ccc(NCc3ccc(F)cc3)cc2)CC1	11%	-9%[11.7 µM]	4%	-6%	4%	-1%	?	-3%	51%	1%	2
CCOc1ccc(NC(=O)CN(C)C(=O)Cn2c(=O)oc3ccccc32)cc1OCC	nt	nt	nt	1%	2%	nt	11%	-1%	nt	-2%	3
O=C(OCc1cc2ccccc2[nH]c1=O)c1ccccn1	1%	1%	-1%	-2%	-7%	-4%	1%	-3%	0%[10 µM]	-2%	-5
COc1ccc(C(CNC(=O)C(C)Oc2ccc(Br)cc2)N2CCCC2)cc1 (stereo not given)	nt	nt	nt	-9%	2%	nt	9%	-17%	nt	-4%	-28
Cc1noc(C)c1S(=O)(=O)N(CC(=O)NCc1ccccc1)c1ccc(C(C)C)cc1	-1%	nt	-1%	2%	3%	nt	1%	2%&0%	-5%	-1%	10
CC(C(=O)NC1CCCc2ccccc21)N1CCN(Cc2ccc3c(c2)OCO3)CC1 (stereo not given)	?	1%	-14%	12%	-6%	9%	-17%	0%	12%	0%	-12
CC1(NC(=O)N2CCCCC2)CCS(=O)(=O)C1 (stereo not given)	2%	-4%	6%	-3%	-4%	4%	4%	-1%	0%[10 µM]	-1%	7
COc1ccc(CC(=O)NNC2=Nc3cccc4cccc2c34)cc1OC	-21%	nt	-5%	5%	-2%	-4%	?	1%	?	-1%	-1
CCOC(=O)c1ccc(NC(=S)NCCCN2CCCC2=O)cc1	5%	-11%	18%	6%	-2%	22%	-12%	-6%	30%	-4%	7

An excerpt (hit frequency here may not be typical).
